Screening data as filed in PubChem BioAssay.
NCI-60 one-dose screen, 48 h, at 10 µM unless noted. Numbers give growth in % (100 = growth as untreated, 0 = no growth, -100 = all killed).
MOLT-4 – MOLT-4 leukemia cells | 80,000 compounds, 6.9% hits | AID 1794779
MDA-MB-435 – MDA-MB-435 melanoma. 82,000 compounds, 7.8% hits. AID 1794794
MDA-MB-468 – MDA-MB-468 breast cancer; 78,000 compounds, 8.5% hits
SR – SR leukemia cells. 73,000 compounds, 8.7% hits
K-562 – K-562 leukemia | 78,000 compounds, 7.4% hits | AID 1794777
RPMI-8226 – RPMI-8226 leukemia cells; 77,000 compounds, 7.5% hits; AID 1794781
MDA-MB-231 – MDA-MB-231 breast cancer; 81,000 compounds, 5% hits
MCF7 – MCF7 breast cancer; 82,000 compounds, 6.3% hits
The depositor's hits bear a star; nt = no result given. The calls were made as follows: active = growth percent below 10; inactive = the rest.

SMILES | MOLT-4 | MDA-MB-435 | MDA-MB-468 | SR | K-562 | RPMI-8226 | MDA-MB-231 | MCF7
O=c1[nH]c2ccccc2cc1CSc1cccc(Nc2nccc(-c3ccc4ccccc4c3)n2)c1 | 66 | 88 | 80 | 89 | 64 | 49 | 96 | 85
OCNc1ccc(-n2cnc3cc(-c4ccc(O)cc4)ccc32)cc1C(F)(F)F | 15 | 7.7* | 28 | 25 | 17 | 24 | 39 | 10
Cc1[nH]nc(C(N)=O)c1N=NN(C)C | 100 | 103 | 81 | 84 | 111 | 91 | 105 | 88
CCSC(=O)CCC(C)C1CCC2C3CC=C4CC(OC(C)=O)CCC4(C)C3CCC12C (stereo not given) | 86 | 105 | 105 | 98 | 89 | 118 | 110 | 99
COc1ccc(Nc2nc(SCC(=O)Nc3nc4ccc(C)cc4s3)nc(-c3ccccc3)c2C#N)cc1 | 90 | 100 | 96 | 104 | 96 | 93 | 89 | 90
CCCCC1(CC)COC(C)(c2ccccc2)OC1 (stereo not given) | 101 | 105 | 99 | 102 | 101 | 107 | 102 | 99
O=C1NC(=O)c2cc([N+](=O)[O-])cc3cccc1c23 | 115 | 100 | 91 | 114 | 131 | 94 | 100 | 90
CCn1cnc2c(=S)nc[nH]c21 | 129 | 122 | 119 | 115 | 99 | 108 | 115 | 96
Clc1ccc(CSc2nnc(-c3ccc(Cl)cc3)n2-c2ccccc2)cc1 | 92 | 90 | 65 | 92 | 91 | 94 | 78 | 85
Cc1ccc(Cc2cnc(NC(=O)CCN3C(=O)/C(=C/c4ccc(Cl)cc4)SC3=S)s2)cc1 | 105 | 105 | 105 | 113 | 107 | 110 | 96 | 98
O=C(CSc1ccc(-c2ccc(Br)cc2)nn1)Nc1ccc(Cl)c(C(F)(F)F)c1 | 48 | 27 | 44 | nt | 26 | 88 | nt | 49
CCCCOC(c1cc2c(cc1Br)OCO2)C(C)Br (stereo not given) | 99 | 104 | 105 | nt | 107 | 103 | 101 | 97
COc1ccc(-c2cc(-c3cccnc3)nc3sc4c(c23)N=NN2CCN=C42)cc1OC | 99 | 109 | 101 | 87 | 97 | 93 | 84 | 97
O=[N+]([O-])c1cc(Cl)cc(Cl)c1OC1C=CCC1 (stereo not given) | 77 | 103 | 103 | 72 | 72 | 94 | 97 | 94
C=CCNc1nnc(CN2CCN(c3cc4c(cc3F)c(=O)c(C(=O)O)cn4C3CC3)CC2)o1 | 100 | 104 | 110 | 98 | 91 | 111 | 110 | 102
S=c1[nH]nc(SCc2ccccc2)c2[nH]cnc12 | 96 | 105 | 105 | 92 | 84 | 88 | 106 | 97
CN(C)c1ccc([N+](=O)[O-])cc1[N+](=O)[O-] | 96 | 102 | 102 | 98 | 95 | 102 | 106 | 97
O=S(=O)(NCCNc1cc(-c2cn(-c3ccccc3)nc2-c2cccc(O)c2)ccn1)c1cccc(F)c1 | 19 | 43 | 15 | 19 | 7.9* | 23 | 12 | 21
O=c1oc2ccc(Cl)cc2c(=O)n1-c1cc(C(F)(F)F)cc(C(F)(F)F)c1 | -17* | -4.5* | -8.7* | nt | 8.6* | -26* | -22* | 2.2*
CCOC(=O)N1CCN(S(=O)(=O)c2oc(-c3ccc(F)cc3)nc2C#N)CC1 | 110 | 110 | 126 | 108 | 105 | 109 | 106 | 85
O=C(Nc1ccc([N+](=O)[O-])cc1)NN1CCCCCC1 | 98 | 103 | 90 | 107 | 72 | 64 | 71 | 103
Cc1ccccc1C(=O)c1ccccc1C(=O)c1ccccc1 | 95 | 95 | 73 | 101 | 99 | 89 | 104 | 107
CCCCN=C1OCc2[nH][nH]c(=O)c21 | 95 | 110 | 100 | 95 | 97 | 103 | 107 | 100
CS(=O)(=O)Nc1ccc(C(=O)CC2(O)C(=O)Nc3ccc(F)cc32)cc1 (stereo not given) | 103 | 104 | 101 | 99 | 94 | 98 | 103 | 99
CNc1cc(C(=O)O)nc(NC)n1 | 101 | 96 | 95 | 107 | 101 | 103 | 93 | 99
N#C/C(=C/c1cc([N+](=O)[O-])ccc1Cl)C(N)=O | 87 | 72 | nt | 8.4* | 39 | 69 | 111 | 57
Cn1cc(-c2csc(-c3cn(CCN)c4ccc(Br)cc34)n2)c2cccnc21 | 14 | 91 | 29 | 9.4* | 18 | 59 | 62 | 21
Nn1c(Cc2ccccc2)nnc1Cc1ccccc1 | 99 | 118 | 104 | 100 | 109 | 111 | 95 | 100
C#CCNC(=O)[C@]12CCC(C)(C)C[C@H]1C1=CC[C@@H]3[C@@](C)(CCC#N)[C@H](C(=C)C)CC[C@@]3(C)[C@]1(C)CC2 | nt | 72 | 35 | nt | nt | 22 | 40 | 34
N/C(=N\c1nc2ccccc2s1)NC(=O)Nc1ccccc1 | 28 | 2.2* | 31 | 16 | 11 | 7.6* | 32 | 17
CCOC(=O)N/N=C\C(C)=N\NC(=O)OCC | 101 | 89 | 114 | 97 | 99 | 99 | 111 | 100
CC(=O)C1=C(C)NC(NNc2ccccc2)=NC1c1ccccc1 (stereo not given) | 95 | 102 | 111 | 78 | 100 | 112 | 94 | 89
Cn1cc(-c2cc(N)n3nc(-c4c[nH]c5ccccc45)cc3n2)c2cc(Cl)ccc21 | 6.4* | -52* | -83* | 20 | 8.0* | -7.1* | -85* | -70*
Cc1ccccc1C(=O)NC1CCCCC1 | 104 | 108 | 118 | 95 | 108 | 99 | 116 | 101
Cc1cc2c(c(C)c1Cl)C(=O)/C(=C/c1ccccc1O)O2 | 71 | 101 | 35 | nt | nt | nt | 69 | 44
O=C(CN1CCN(c2ncnc3c2cnn3-c2ccccc2)CC1)Nc1ccc(Br)cc1 | 15 | 53 | 49 | 40 | 43 | 43 | 67 | 37
CC1(C)C=C2[C@H]3CC[C@@H]4[C@@]5(C)CCC(=O)C(C)(C)[C@@H]5CC[C@@]4(C)[C@]3(C)CC[C@@]2(C=O)CC1 | 89 | 97 | 94 | nt | 90 | 80 | 100 | 87
CSC1=NCCCC1 | 108 | 108 | 102 | nt | 104 | 106 | 123 | 98
O=C1N=C(N2CCN(c3ccccc3)CC2)S/C1=C\c1c(F)cccc1Cl | 112 | 104 | 103 | 105 | 108 | 88 | 81 | 93
CS(=O)(=O)Nc1cc(-c2ccc3ncc(C#N)c(NCc4ccccc4)c3c2)cnc1Cl | -26* | -6.3* | -54* | -19* | 9.7* | -35* | -52* | 6.4*

15 successive entries out of the list so far, for reference:
SMILES | MOLT-4 | MDA-MB-435 | MDA-MB-468 | SR | K-562 | RPMI-8226 | MDA-MB-231 | MCF7
O=C(Nc1ccc([N+](=O)[O-])cc1)NN1CCCCCC1 | 98 | 103 | 90 | 107 | 72 | 64 | 71 | 103
Cc1ccccc1C(=O)c1ccccc1C(=O)c1ccccc1 | 95 | 95 | 73 | 101 | 99 | 89 | 104 | 107
CCCCN=C1OCc2[nH][nH]c(=O)c21 | 95 | 110 | 100 | 95 | 97 | 103 | 107 | 100
CS(=O)(=O)Nc1ccc(C(=O)CC2(O)C(=O)Nc3ccc(F)cc32)cc1 (stereo not given) | 103 | 104 | 101 | 99 | 94 | 98 | 103 | 99
CNc1cc(C(=O)O)nc(NC)n1 | 101 | 96 | 95 | 107 | 101 | 103 | 93 | 99
N#C/C(=C/c1cc([N+](=O)[O-])ccc1Cl)C(N)=O | 87 | 72 | nt | 8.4* | 39 | 69 | 111 | 57
Cn1cc(-c2csc(-c3cn(CCN)c4ccc(Br)cc34)n2)c2cccnc21 | 14 | 91 | 29 | 9.4* | 18 | 59 | 62 | 21
Nn1c(Cc2ccccc2)nnc1Cc1ccccc1 | 99 | 118 | 104 | 100 | 109 | 111 | 95 | 100
C#CCNC(=O)[C@]12CCC(C)(C)C[C@H]1C1=CC[C@@H]3[C@@](C)(CCC#N)[C@H](C(=C)C)CC[C@@]3(C)[C@]1(C)CC2 | nt | 72 | 35 | nt | nt | 22 | 40 | 34
N/C(=N\c1nc2ccccc2s1)NC(=O)Nc1ccccc1 | 28 | 2.2* | 31 | 16 | 11 | 7.6* | 32 | 17
CCOC(=O)N/N=C\C(C)=N\NC(=O)OCC | 101 | 89 | 114 | 97 | 99 | 99 | 111 | 100
CC(=O)C1=C(C)NC(NNc2ccccc2)=NC1c1ccccc1 (stereo not given) | 95 | 102 | 111 | 78 | 100 | 112 | 94 | 89
Cn1cc(-c2cc(N)n3nc(-c4c[nH]c5ccccc45)cc3n2)c2cc(Cl)ccc21 | 6.4* | -52* | -83* | 20 | 8.0* | -7.1* | -85* | -70*
Cc1ccccc1C(=O)NC1CCCCC1 | 104 | 108 | 118 | 95 | 108 | 99 | 116 | 101
Cc1cc2c(c(C)c1Cl)C(=O)/C(=C/c1ccccc1O)O2 | 71 | 101 | 35 | nt | nt | nt | 69 | 44

(more compounds)
SMILES | MOLT-4 | MDA-MB-435 | MDA-MB-468 | SR | K-562 | RPMI-8226 | MDA-MB-231 | MCF7
CCOC(=O)CCc1nc2ccccc2[nH]1 | 97 | 100 | 102 | 93 | 100 | 110 | 105 | 96
COc1ccc(/C=C/C(=O)Nc2ccccc2C(=O)N2CCCC2)cc1OC | 80 | 116 | 101 | 103 | 90 | 94 | 96 | 93
COc1ccc(-c2csc(N/N=C/c3c(C)nn(-c4ccccc4)c3-n3ccnc3)n2)cc1 | 66 | 96 | 78 | 79 | 63 | nt | 90 | 89
CC1OC(=O)c2cc3ccccc3nc21 (stereo not given) | 103 | 107 | 85 | 131 | 117 | 100 | 96 | 92
CCCCN(CCCC)CC(CN(CCCC)CCCC)OC(=O)Nc1ccccc1 | 43 | 91 | 57 | 45 | 45 | 58 | 36 | 61
CC(=O)/C(=C/n1c(=S)[nH]c2ccccc21)C(=O)Nc1ccc([N+](=O)[O-])cc1 | 93 | 96 | 99 | 85 | 102 | nt | 90 | 93
O=C(c1ccccc1)c1c(/C=C/c2ccc(Cl)cc2)nc2ccccc2c1/C=C/c1cccs1 | 94 | 99 | 94 | nt | 84 | 95 | 94 | 92
O=C(NNC(=O)c1ccncc1)Nc1cc(Cl)ccc1Cl | 91 | 103 | 105 | nt | 99 | 127 | 82 | 83
CC1=CC(c2ccc(Cl)cc2)N2C=CSC2=N1 (stereo not given) | 103 | 105 | 101 | 111 | 112 | 103 | 104 | 96
CCCCCCc1nc2c(c(C)nn2-c2ccccc2)c2c1CCCCC2 | 106 | 116 | 127 | 98 | 111 | 105 | nt | 107
CC(C)c1nc(SCC(=O)NCCc2ccc(S(N)(=O)=O)cc2)[nH]c(=O)c1C#N | 108 | 107 | 99 | 107 | 99 | 107 | 94 | 98
[N-]=[N+]=CC(=O)CCC(NC(=O)OCc1ccccc1)C(=O)OCc1ccccc1 (stereo not given) | 87 | 105 | 109 | 160 | 114 | 111 | 114 | 102
C/C=C(\C)C1=C2CC[C@H](c3ccccc3)O[C@@H]2CCCN1S(=O)(=O)c1ccc(C)cc1 | 102 | 92 | 93 | 84 | 82 | 96 | 92 | 89
NC(CC(=O)c1ccccc1)C(=O)O (stereo not given) | 63 | 107 | 117 | 84 | 92 | 80 | 110 | 95
CN(C)C(=O)N(C)/N=C/c1ccc([N+](=O)[O-])o1 | 104 | 110 | 101 | 101 | 101 | 103 | 113 | 105
O=[N+]([O-])c1ccc(Nc2ccccc2N=Cc2ccccc2O)c2nonc12 | 98 | 115 | 91 | 100 | 94 | 98 | 101 | 91
CSc1ccc(C(=NNS(=O)(=O)c2ccc(C)cc2)c2ccc(Cl)cc2)cc1 | 99 | 106 | 112 | 114 | 95 | 98 | 104 | 88
O=C(O)c1cccc(Nc2nc3ccccc3nc2/C=C/c2ccc(Cl)cc2)c1 | 48 | 78 | 95 | 61 | 55 | 61 | 85 | 47
O=c1c2cc3c(=O)n(-c4ccccc4)c(=O)c3cc2c(=O)n1-c1ccccc1 | 111 | nt | 108 | 119 | 115 | nt | 102 | 96
CSc1cccc(C(=O)O)c1 | 85 | 99 | 117 | 109 | 108 | 102 | 98 | 106
C=CCC(C(=O)NCCN(CC)CC)(c1ccccc1)c1ccccc1 | 98 | 99 | 95 | 94 | 97 | 99 | 96 | 98
CC1CN(S(=O)(=O)c2cc(Cl)c(Oc3ccc([N+](=O)[O-])cc3Cl)c(Cl)c2)CC(C)O1 (stereo not given) | 71 | 96 | 73 | 82 | 82 | 84 | 87 | 86
CCCCSc1nc(NCCc2c[nH]c3ccccc23)c(C#N)c(-c2ccccc2)n1 | 14 | 49 | 3.0* | 2.2* | 8.2* | 14 | 18 | 3.2*
